Screening data as filed in PubChem BioAssay.
Glioma ERSR ind = induces the endoplasmic reticulum stress response in human glioma cells. U87-MG GRP78 promoter luciferase reporter, 16 h. Potency, µM, inactives show at the highest dose activation, actives largely listed as activators. hit rate 0.02% among 420,000. AID 602332; further: potency means the concentration at half of the fitted maximal effect; series mostly up to about 76 µM; % of control where 0% means no effect; nearly all actives have a fitted effect of over 35% in size
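Stably transfected U87-MG glioma cells carrying a GRP78-based luciferase sensor; 16 h compound incubation. Luminescence end-point read 10 min after Bright-Glo addition at room temperature.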
D1 ag = activates the human D1 dopamine receptor. hit rate 1% among 360,000. HEK293 T-REx D1 cells, calcium flux, agonist mode. P21728. AID 504660. activation, % at 2 µM; in the data active means activation above about 30%; further: 0% is about no effect
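Inducible HEK293 T-REx D1 cells, force-coupled to calcium signalling, were plated at 4000 cells/well with tetracycline and held overnight at 30 C. After no-wash calcium dye loading, compound-evoked calcium rise over 180 s flagged agonists.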
RXFP1 ag = activates the human relaxin receptor RXFP1. Q9HBX9. HEK293T-RXFP1 cAMP TR-FRET, 30 min; response scale: percent of porcine relaxin response, buffer zero. Potency, µM (titrated, usually from 57.5 µM), for inactives: top-dose activation, hits mostly activators. hit rate 0.3% among 370,000. AID 2676; further: potency means the concentration at half of the fitted maximal effect; on the % scale 0 is the no-effect control and ±100 the full control effect; nearly all actives have a fitted effect of over 60% in size; many of its hits are not listed in these tables
Target sequence (Q9HBX9 whole entry, looked up): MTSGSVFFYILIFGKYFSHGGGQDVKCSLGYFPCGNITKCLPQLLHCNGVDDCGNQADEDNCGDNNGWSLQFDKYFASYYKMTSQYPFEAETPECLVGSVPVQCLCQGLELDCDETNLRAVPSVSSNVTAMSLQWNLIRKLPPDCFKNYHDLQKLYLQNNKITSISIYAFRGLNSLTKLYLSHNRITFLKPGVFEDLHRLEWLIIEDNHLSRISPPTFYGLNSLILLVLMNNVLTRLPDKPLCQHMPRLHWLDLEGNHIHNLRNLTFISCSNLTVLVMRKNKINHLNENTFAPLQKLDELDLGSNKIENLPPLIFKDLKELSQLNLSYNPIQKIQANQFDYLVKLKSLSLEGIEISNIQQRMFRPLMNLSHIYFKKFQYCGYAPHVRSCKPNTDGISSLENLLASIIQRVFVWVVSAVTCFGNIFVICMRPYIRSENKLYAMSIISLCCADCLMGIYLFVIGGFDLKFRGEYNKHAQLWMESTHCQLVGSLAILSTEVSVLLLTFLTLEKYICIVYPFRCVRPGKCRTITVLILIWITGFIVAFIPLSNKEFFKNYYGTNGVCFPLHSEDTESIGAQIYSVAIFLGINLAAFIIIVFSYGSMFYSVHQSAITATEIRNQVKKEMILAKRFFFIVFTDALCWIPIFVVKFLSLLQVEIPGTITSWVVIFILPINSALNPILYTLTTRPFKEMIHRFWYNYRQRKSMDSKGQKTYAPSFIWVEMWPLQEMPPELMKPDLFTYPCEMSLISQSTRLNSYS
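HEK293 cells stably expressing RXFP1, treated 30 min at 37C with compounds plus PDE4 inhibitor Ro 20174; cAMP measured by HTRF TR-FRET. Normalized to buffer and 29 nM porcine relaxin; EC50 by Hill fit.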
LDHA inh = inhibitors of human lactate dehydrogenase A. P00338. purified LDHA, NADH/diaphorase-resazurin fluorescence; hits give low values. activity change, % (values are at about 110 or 230 µM). hit rate 0.15% among 480,000. AID 1347041; in the data active means activity change below about -30%; inconclusive means mostly about -25% to -30%;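 further: plate controls were DMSO wells for no effect and wells without enzyme for full effect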
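Resorufin fluorescence (ex540/em590), read at 0 and 20 min after diaphorase/resazurin addition, reports the NADH left after a 5 min room-temperature reaction of 2 nM human LDH5 with 0.06 mM NADH and 0.2 mM pyruvate.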
Vif-APOBEC3F blk = blocks the Vif interaction with APOBEC3F | HeLa A3F-eYFP + Vif (tagged APOBEC3F with the HIV-1 protein that degrades it), YFP fluorescence increase | hit rate 0.2% among 390,000 | Potency, µM (titrated, usually from 46.1 µM), inactives show at the highest dose activity, negative = active; further: potency means the concentration at half of the fitted maximal effect; % of control where 0% means no effect; nearly all actives have a fitted effect of over 65% in size
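HeLa cells stably expressing Vif plus C-terminally eYFP-tagged A3F were seeded, incubated overnight at 37 deg C, dosed with compound, incubated overnight again at 37 deg C. Yellow fluorescence (Ex 488/Em 500-530) reported blocked Vif-mediated A3F-eYFP degradation.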
D1 antagonist = antagonists of human D1 dopamine receptor; P21728; HEK293 TREx D1 cells, calcium flux, dopamine EC80; hits give low values; activity change, negative = inhibition, % at 10 µM; hit rate 3.2% among 360,000; AID 504652; in the data active means activity change below about -30%; further: on the % scale 0 is the no-effect control and ±100 the full control effect
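Inducible Hek293 Trex D1 cells (tetracycline, overnight, 30 C). Calcium dye 30–90 min RT. Antagonist mode: EC80 dopamine added after 180 s compound read.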
Vif-A3G inh = Vif-A3G binding inhibition; Q9HC16; HeLa A3G-eYFP + Vif (tagged APOBEC3G with the HIV-1 protein that degrades it), YFP fluorescence, overnight; Potency, µM (titrated, usually from 46.1 µM), for inactives: top-dose activity, negative = active, most hits filed as inhibitors; hit rate 0.076% among 410,000; AID 602310;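 further: potency means the concentration at half of the fitted maximal effect; on the % scale 0 is the no-effect control and ±100 the full control effect; nearly all actives have a fitted effect of over 60% in size; hits raise eYFP signal because A3G escapes Vif-driven loss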
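Read-out is eYFP fluorescence (Ex 488/Em 500-530) from Vif-expressing HeLa A3G-eYFP cells; more signal means A3G escaped Vif-mediated degradation. Cells plated overnight, compound pinned in, incubated overnight at 37 deg C.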
D1 PAM = potentiators of human D1 dopamine receptor; potentiation, % at 10 µM; P21728; HEK293 TREx D1 cells, calcium flux, dopamine EC20 potentiation; hit rate 0.036% among 360,000; in the data active means potentiation above about 30%; further: 0% is about no effect
D2 potentiator = D2 dopamine receptor (human) potentiation; P14416; HEK293 T-REx D2, calcium flux, EC20 dopamine potentiation; potentiation, % at 10 µM; hit rate 0.34% among 340,000; AID 485347;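 active means potentiation over 3 SD above the plate norm, cut at about 30% in these data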; further: 0% is about no effect
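Cells plated with tetracycline inducer and held overnight at 30 C; calcium dye loaded 30–90 min at room temperature; baseline taken, compound added and read 180 s; EC20 dopamine then added and read 180 s.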
* hit, by the source's call. Unless noted, the call rests on the fitted dose curve; in most records, active means well fitted curve in the direction sought with a large enough effect; inconclusive means small, poorly fitted or top-dose-only effect, or another doubt; inactive means no such curve, though single readings can be large; an effect the other way counts as inactive or inconclusive. An excerpt; rates above refer to the full screens.

The first two records as a preview:
What do the screens show for `c1ccc(-c2nnc(-c3ccccc3)nn2)cc1`?
Glioma ERSR ind: 4.4%; D1 ag: 1.6; RXFP1 ag: 3.8%; LDHA inh: 2.5; Vif-APOBEC3F blk: 9.3%; D1 antagonist: 1.5; Vif-A3G inh: 1.0%; D1 PAM: 0.6; D2 potentiator: -0.4

Results for CC(C)Cn1c(N)c(-c2nc(C(C)C)c(C(=O)c3ccccc3F)s2)c(=O)n(C)c1=O ?
D1 ag: -0.2; RXFP1 ag: 0.3%; D1 antagonist: 8.7; D1 PAM: 5.1; D2 potentiator: 8.0

The whole of this part (from the top)
What do the screens show for `c1ccc(-c2nnc(-c3ccccc3)nn2)cc1`?
Glioma ERSR ind: 4.4%; D1 ag: 1.6; RXFP1 ag: 3.8%; LDHA inh: 2.5; Vif-APOBEC3F blk: 9.3%; D1 antagonist: 1.5; Vif-A3G inh: 1.0%; D1 PAM: 0.6; D2 potentiator: -0.4

Results for CC(C)Cn1c(N)c(-c2nc(C(C)C)c(C(=O)c3ccccc3F)s2)c(=O)n(C)c1=O ?
D1 ag: -0.2; RXFP1 ag: 0.3%; D1 antagonist: 8.7; D1 PAM: 5.1; D2 potentiator: 8.0

What do the screens show for `COc1cc(NC(=O)CNC(=O)Cn2cnc3sc(C)c(C)c3c2=O)cc(OC)c1OC`?
Glioma ERSR ind: -5.3%; LDHA inh: -9.5; Vif-APOBEC3F blk: 6.2%; Vif-A3G inh: -0.3%

How did CCOc1cc(/C=C/C(=O)c2ccc3c(c2)OCCO3)ccc1OCC(=O)N(C)C do in these assays?
Glioma ERSR ind: -8.7%; D1 ag: 3.5; RXFP1 ag: -0.5%; LDHA inh: -4.0; Vif-APOBEC3F blk: 2.4%; D1 antagonist: 2.8; Vif-A3G inh: -7.0%; D1 PAM: -5.2; D2 potentiator: 2.3

What do the screens show for `CC1CCN(c2c([N+](=O)[O-])c(=O)oc3ccccc23)CC1`?
Glioma ERSR ind: -3.2%; D1 ag: 4.2; RXFP1 ag: 0.2%; LDHA inh: -6.9; Vif-APOBEC3F blk: 0.2%; D1 antagonist: 2.4; Vif-A3G inh: -1.9%; D1 PAM: -1.6; D2 potentiator: -1.2

What do the screens show for `CCc1ccc(-c2cc(C)no2)cc1S(=O)(=O)Nc1cccc(CN2CCCC2)c1`?
Glioma ERSR ind: -7.0%; D1 ag: 3.5; RXFP1 ag: 4.2%; LDHA inh: -1.4; Vif-APOBEC3F blk: -1.0%; D1 antagonist: 7.5; Vif-A3G inh: 3.9%; D1 PAM: -3.4; D2 potentiator: 0.5

What do the screens show for `O=C(NNS(=O)(=O)c1ccccc1Cl)c1nn(-c2ccc(F)cc2)ccc1=O`?
Glioma ERSR ind: -5.0%; D1 ag: 2.8; RXFP1 ag: 22.2%; LDHA inh: -3.9; Vif-APOBEC3F blk: -0.3%; D1 antagonist: 1.5; Vif-A3G inh: -4.4%; D1 PAM: 0.9

How did O=C(CN1CCN(S(=O)(=O)c2ccc(Br)cc2)CC1)N/N=C/c1cccs1 do in these assays?
Glioma ERSR ind: -1.3%; D1 ag: 1.9; RXFP1 ag: 1.0%; LDHA inh: -4.8; Vif-APOBEC3F blk: -27.9%; D1 antagonist: 19.4; Vif-A3G inh: -1.9%; D1 PAM: -5.8; D2 potentiator: -5.1

How did CCN(CC)S(=O)(=O)c1cccc(C(=O)NCCc2ccccc2)c1 do in these assays?
Glioma ERSR ind: 0.1%; LDHA inh: 0.6; Vif-APOBEC3F blk: -1.5%; Vif-A3G inh: 3.8%

Results for COCCNc1nnc(SCC(=O)c2ccc3c(c2)OCO3)s1 ?
Glioma ERSR ind: -0.2%; D1 ag: -2.3; RXFP1 ag: -0.4%; LDHA inh: -3.9; D1 antagonist: -1.4; Vif-A3G inh: 0.8%; D1 PAM: 5.9; D2 potentiator: 1.0

What do the screens show for `Cc1cc(C)cc(NC(=O)[C@H](Cc2c[nH]c3ccccc23)NC(=O)[C@@H]2Cc3ccccc3CN2)c1`?
Glioma ERSR ind: -0.1%; D1 ag: 3.4; RXFP1 ag: 1.9%; LDHA inh: 4.2; Vif-APOBEC3F blk: -13.0%; D1 antagonist: -19.9; Vif-A3G inh: inconclusive; D1 PAM: 6.5; D2 potentiator: -7.0

What do the screens show for `CCn1c(=O)n(CC(=O)Nc2cccc(OC)c2)c(=O)c2ccccc21`?
Glioma ERSR ind: 3.5%; D1 ag: 1.5; RXFP1 ag: 2.2%; LDHA inh: -4.9; Vif-APOBEC3F blk: -6.1%; D1 antagonist: 2.9; Vif-A3G inh: -5.7%; D1 PAM: -0.4; D2 potentiator: -1.8

What do the screens show for `Cc1nc(NS(=O)(=O)c2ccccc2)sc1C(C)(C)C`?
Glioma ERSR ind: -2.1%; D1 ag: 5.2; RXFP1 ag: 1.0%; LDHA inh: -4.6; Vif-APOBEC3F blk: 1.2%; D1 antagonist: -15.2; Vif-A3G inh: 0.6%; D1 PAM: -1.1; D2 potentiator: 11.9

What do the screens show for `Cc1nc(-c2ccccc2)sc1-c1nnc(C2CC2)o1`?
Glioma ERSR ind: 2.2%; D1 ag: -0.8; RXFP1 ag: 3.9%; LDHA inh: -4.0; Vif-APOBEC3F blk: -16.7%; D1 antagonist: 15.4; Vif-A3G inh: -6.4%; D1 PAM: -10.8; D2 potentiator: 14.5

Results for Cc1cc(NC(=O)CSCC(=O)Nc2nc3ccccc3s2)no1 ?
Glioma ERSR ind: -2.4%; D1 ag: 0.0; RXFP1 ag: 1.4%; LDHA inh: -6.1; Vif-APOBEC3F blk: 4.5%; D1 antagonist: 27.0; Vif-A3G inh: -11.3%; D1 PAM: 2.1; D2 potentiator: 3.5

What do the screens show for `Cc1ccc(NS(=O)(=O)c2cccc([N+](=O)[O-])c2)nc1`?
Glioma ERSR ind: -0.2%; D1 ag: 4.5; RXFP1 ag: 3.3%; LDHA inh: -10.9; Vif-APOBEC3F blk: 11.7%; D1 antagonist: 4.8; Vif-A3G inh: -0.9%; D1 PAM: 1.7; D2 potentiator: 3.6

What do the screens show for `CCn1c(-c2cccnc2Cl)nc2cc(Cl)c(Cl)cc21`?
Glioma ERSR ind: 5.8%; D1 ag: 5.4; RXFP1 ag: 2.5%; LDHA inh: 6.3; Vif-APOBEC3F blk: 0.2%; D1 antagonist: 0.6; Vif-A3G inh: -1.1%; D1 PAM: -2.1

What do the screens show for `CCCOC1(C(F)(F)F)NC(=O)N(c2ccc(Cl)cc2)C1=O` (stereo not drawn)?
Glioma ERSR ind: 0.9%; D1 ag: 1.1; RXFP1 ag: 0.5%; LDHA inh: 5.4; Vif-APOBEC3F blk: 4.5%; D1 antagonist: -18.2; Vif-A3G inh: -5.0%; D1 PAM: -5.7; D2 potentiator: -6.2

Results for COc1cccc(C(=O)NCc2ccc3c(c2)cc(C)n3C)c1 ?
Glioma ERSR ind: -3.6%; D1 ag: 10.2; RXFP1 ag: 14.0%; LDHA inh: -0.8; Vif-APOBEC3F blk: 2.2%; D1 antagonist: -7.6; Vif-A3G inh: -0.6%; D1 PAM: -10.4

Results for CCSc1nc(-c2ccccc2)nc(C(Cl)Cl)n1 ?
Glioma ERSR ind: -9.4%; D1 ag: 3.8; RXFP1 ag: 0.0%; LDHA inh: 1.8; Vif-APOBEC3F blk: 3.9%; D1 antagonist: 9.4; Vif-A3G inh: -23.9%; D1 PAM: -2.8; D2 potentiator: 2.9

What do the screens show for `CC(=O)Nc1ccc(OC(=O)c2cc([N+](=O)[O-])ccc2Cl)cc1`?
Glioma ERSR ind: -6.7%; D1 ag: 2.3; RXFP1 ag: -0.4%; LDHA inh: -2.9; Vif-APOBEC3F blk: 1.6%; D1 antagonist: 2.7; Vif-A3G inh: 0.4%; D1 PAM: -0.9; D2 potentiator: 0.2

What do the screens show for `Fc1ccc(CSc2nc3ccccc3[nH]2)cc1`?
Glioma ERSR ind: 1.0%; D1 ag: 0.2; RXFP1 ag: 0.0%; LDHA inh: -0.1; Vif-APOBEC3F blk: 4.6%; D1 antagonist: -18.0; Vif-A3G inh: -0.8%; D1 PAM: -6.5; D2 potentiator: -5.1

Results for C=CCNC(=S)Nc1ccc(Cl)c(S(=O)(=O)N2CCOCC2)c1 ?
Glioma ERSR ind: 1.2%; D1 ag: 7.9; RXFP1 ag: 0.8%; LDHA inh: -2.9; Vif-APOBEC3F blk: 3.0%; D1 antagonist: -0.2; Vif-A3G inh: 3.3%; D1 PAM: 1.2; D2 potentiator: 4.9

What do the screens show for `CCn1ncc(Br)c1C(=O)Nc1ccc(F)c([N+](=O)[O-])c1`?
Glioma ERSR ind: 3.7%; D1 ag: 4.9; RXFP1 ag: -0.3%; LDHA inh: -5.5; Vif-APOBEC3F blk: 7.8%; D1 antagonist: -7.6; Vif-A3G inh: 1.8%; D1 PAM: -2.0; D2 potentiator: 6.0

Results for Cc1c(NC(=O)CSc2ccc(Cl)cc2)cccc1-c1nc2cc(Cl)ccc2o1 ?
Glioma ERSR ind: -3.6%; D1 ag: 2.4; RXFP1 ag: 1.3%; LDHA inh: -3.7; Vif-APOBEC3F blk: inconclusive; D1 antagonist: -2.3; Vif-A3G inh: -0.9%; D1 PAM: 5.6; D2 potentiator: -1.2

Results for CCOC(=O)Nc1ccc2c(c1)nc(CN1CCCCC1)n2C ?
D1 ag: 2.5; RXFP1 ag: 2.8%; D1 antagonist: -22.0; D1 PAM: -4.8; D2 potentiator: -26.3

Results for COc1ccccc1C(=O)Nc1ccnn1C1CCN(C(=O)c2cnsn2)CC1 ?
Glioma ERSR ind: -1.9%; D1 ag: 0.7; RXFP1 ag: -0.1%; LDHA inh: -6.2; Vif-APOBEC3F blk: -10.4%; D1 antagonist: -5.9; Vif-A3G inh: -0.2%; D1 PAM: -2.2; D2 potentiator: -2.2

What do the screens show for `COc1ccc(OC)c(S(=O)(=O)Nc2ccc(Oc3ccccc3)cc2)c1`?
Glioma ERSR ind: -2.3%; D1 ag: 25.1; RXFP1 ag: 0.7%; LDHA inh: 2.8; Vif-APOBEC3F blk: -7.6%; D1 antagonist: 24.0; Vif-A3G inh: 2.3%; D1 PAM: -0.6; D2 potentiator: -2.6
